Compound activity from PubChem.
Kir21 inh = inhibitors of mouse Kir2.1 inward-rectifier potassium channel. B-score at 10 µM. 310,000 tested, 0.85% active. AID 1672. HEK293-Kir2.1, FluxOR thallium flux fluorescence; active compounds read low. P35561;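 active = fluorescence ratio B-score at or below minus 3 SD of library scores, with starting-brightness B-score within 2 SD, cut at about -4.2 in these data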;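 note: channel flux triggered by added potassium and thallium sulfate stimulus; B-score of peak minus minimum fluorescence over baseline after thallium stimulus; more negative B-score means stronger Kir2.1 block with less thallium influx; some compounds called inactive have numbers as strong as hits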
Target sequence (P35561 whole entry, looked up): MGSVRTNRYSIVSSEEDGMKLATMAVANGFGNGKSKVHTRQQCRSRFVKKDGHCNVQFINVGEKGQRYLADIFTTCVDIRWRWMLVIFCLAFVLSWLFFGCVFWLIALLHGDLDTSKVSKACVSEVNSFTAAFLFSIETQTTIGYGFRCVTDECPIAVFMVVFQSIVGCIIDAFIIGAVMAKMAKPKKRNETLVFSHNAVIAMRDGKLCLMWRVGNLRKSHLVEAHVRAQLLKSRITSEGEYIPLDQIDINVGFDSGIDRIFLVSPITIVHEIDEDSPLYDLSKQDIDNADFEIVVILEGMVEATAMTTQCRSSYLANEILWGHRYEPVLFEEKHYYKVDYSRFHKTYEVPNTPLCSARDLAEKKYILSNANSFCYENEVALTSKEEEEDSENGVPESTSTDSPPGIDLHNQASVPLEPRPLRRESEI
STK33 inh = inhibitors of human STK33 kinase; Q9BYT3; purified STK33, MBP phosphorylation, ADP-Glo luminescence; inhibition, % at 10 µM; 320,000 tested, 0.073% active;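 active = inhibition at or above 25%, using the most active replicate where run in duplicate; inactive = inhibition below 25%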
Target sequence (Q9BYT3 whole entry, looked up): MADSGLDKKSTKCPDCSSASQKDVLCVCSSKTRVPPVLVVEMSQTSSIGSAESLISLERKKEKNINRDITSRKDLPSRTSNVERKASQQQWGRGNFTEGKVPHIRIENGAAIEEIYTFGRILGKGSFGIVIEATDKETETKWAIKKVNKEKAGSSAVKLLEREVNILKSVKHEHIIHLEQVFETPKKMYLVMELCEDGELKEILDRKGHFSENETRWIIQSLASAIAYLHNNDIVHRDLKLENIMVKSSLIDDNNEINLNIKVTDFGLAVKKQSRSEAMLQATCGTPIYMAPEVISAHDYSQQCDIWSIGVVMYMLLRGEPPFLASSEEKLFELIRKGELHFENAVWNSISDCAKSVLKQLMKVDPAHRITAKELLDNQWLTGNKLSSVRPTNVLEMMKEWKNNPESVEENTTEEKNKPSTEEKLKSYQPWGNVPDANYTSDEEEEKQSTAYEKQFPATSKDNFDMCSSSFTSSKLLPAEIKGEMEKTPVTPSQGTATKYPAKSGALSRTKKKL
KCNQ2 inh = KCNQ2 potassium channel inhibitors, primary screen, cell-based, CHO-K1, FluxOR thallium flux, B-score (AID 2156); 20 min; active compounds read low; B-score at 10 µM; 310,000 tested, 1.1% active;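 active = fluorescence ratio B-score at most minus 3 library SDs, with starting brightness B-score within 2 library SDs, cut at about -5.5 in these data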
* = called active by the depositor; i = inactive; . = no result given. No enrichment for hits; overall some 1.9% were active at least once.

SMILES	Kir21 inh	STK33 inh	KCNQ2 inh
CCCCN(C(=O)NCCCCCCNC(=O)N(CCCC)C1CCS(=O)(=O)C1)C1CCS(=O)(=O)C1 (stereo not given)	-0.55	1.4	i
O=C1CC(N2CCN(c3ccc(O)cc3)CC2)C(=O)N1c1ccc2c(c1)OCO2 (stereo not given)	0.22	-0.6	i
COc1ccc2[nH]c(CN3CCN(CC=C(C)C)C(CCO)C3)c(C)c2c1 (stereo not given)	-1.45	.	i
O=S(=O)(O)c1ccc(N=NNc2ccc(Br)cc2)cc1	-0.24	7.2	i
COc1ccc(N2C(=NC(=O)C(C)Oc3ccccc3)SC3CS(=O)(=O)CC32)cc1 (stereo not given)	-0.94	-0.9	i
COc1ccc(C(CC(=O)O)NC(=O)c2cccs2)cc1 (stereo not given)	0.31	-1.8	i
CC(=O)/C(=N/Nc1ccccc1Cl)Sc1nnc(C(O)c2ccccc2)n1-c1ccccc1 (stereo not given)	-1.72	-1.8	i
O[C@@H](c1cc(C(F)(F)F)nc2c(C(F)(F)F)cccc12)[C@H]1CCCCN1	-0.02	1.4	i
COc1ccc(/C=C2/C(=O)N(c3cccc(F)c3)N=C2C)c(OC)c1	-0.82	-0.2	i
COc1cccc(/C=N/NC(=O)c2cccc(N3CCCC3=O)c2)c1	-2.02	1.3	i
COc1ccccc1NC(=O)Nc1ccccc1SC	-0.35	-1.0	i
COc1ccc(CCNC(=O)c2nonc2N)cc1	-0.62	-1.9	i
COc1cc(C(=O)N2CCC(N3CCCCCC3)CC2)cc(OC)c1OC	0.51	-2.6	i
CSc1ccc(CNC(=O)C2CCC(=O)N(Cc3cccc(F)c3)C2)cc1 (stereo not given)	-0.05	0.4	i
O=C(Cc1ccccc1)N[C@@H](Cc1ccc(O)cc1)C(=O)O	-2.57	.	i
COCCCn1c(SCC(=O)Nc2sc3c(c2C#N)CCCC3)nnc1-c1ccncc1	0.6	-1.9	i
Cc1cc(C)cc(C(=O)Nc2nnc(SCC(=O)N3CCCc4ccccc43)s2)c1	0.55	0.6	i
CO/N=C(\c1ccccc1)c1cccnc1	0.26	-2.5	i
CSc1ccccc1NC(=O)Cc1ccccc1	-0.43	1.6	i
CCc1ccc(NC(=O)CCC(=O)Nc2nnc(C(C)C)s2)cc1	2.81	-0.7	i
NNC(=O)COc1ccc(C2SCCS2)cc1	-1.89	2.7	i
CCCc1cc(=O)[nH]c(SCC(=O)Nc2ccccc2C#N)n1	-0.02	1.5	i
Cc1ccccc1C(=O)NNC(=O)c1ccncc1	-1.66	-2.0	i
COc1ccc(NC(=O)c2ccc3c(c2)C(=O)N(CC2CCCO2)C3=O)cc1O (stereo not given)	0.29	-0.2	i
COCCCN(C(=O)Cn1ncc2c(=O)oc3ccc(C)cc3c21)C(C)c1ccncc1 (stereo not given)	0.07	-0.5	i
Later entries:
SMILES	Kir21 inh	STK33 inh	KCNQ2 inh
Cc1n[nH]c(C)c1CCNC(=O)C1CCC(=O)N(CCc2cccc(F)c2)C1 (stereo not given)	-2.78	-0.3	i
COC(=O)C(NC(=O)CCc1nnc2ccc(N3CCCCC3)nn12)C(C)C (stereo not given)	-1.18	-4.9	i
c1ccc(-c2ccccc2OCCOCCN2CCOCC2)cc1	-0.15	1.0	i
CCNC(=S)NNC(=O)c1csc(C(C)C)c1	1.27	0.5	i
OCCNCc1cccc(Br)c1	0.45	-0.2	i
CCOc1ccccc1NC(=O)c1cccc(NC(=O)c2ccco2)c1	0.06	-1.6	i
CCOc1cc(C=O)cc(Br)c1OCC(=O)NCCc1ccccc1	-1.58	0.7	i
Cc1ccc2c(c1)c1c(n2C)-c2[nH]ncc2CC1	1	13.3	i
CCc1cccc2c(SC(C)C(=O)NCC3CCCO3)nc(-c3ccccc3)nc12 (stereo not given)	4.06	-2.1	i
Cc1cc(C)c(C)c(OCCCCN(C)Cc2ccccc2)c1	-7.28*	5.0	i
C=C(C)c1cccc(C(C)(C)NC(=O)Nc2nncs2)c1	-0.65	-0.2	i
CC(C)(Oc1ccc(Cl)cc1)C(=O)NCc1ccncc1	0.02	0.1	i
COc1ccc(CN(C2CCCC2)S(=O)(=O)c2ccc(-n3cnnn3)c(OC)c2)cc1OC	-1.5	-0.4	i
CC1(C)CC(=O)/C(=C\c2cccc([N+](=O)[O-])c2)C(C)(C)N1	-0.22	3.9	i
C/C(CC(=O)Nc1ccccc1C#N)=N\NC(=O)c1ccncc1	0.06	-0.8	i
O=C(CCC(=O)N1CCOc2ccccc21)N1CCOCC1	0.21	-0.7	i
CCOC(=O)C1CCN(C(=O)c2ccc(NC(=O)C3CCCO3)cc2)CC1 (stereo not given)	-0.62	-0.5	i
O=C1Cc2cc(S(=O)(=O)N3CCN(c4ccccc4)CC3)ccc2N1	-0.21	-1.5	i
Cc1cc(NC(=O)C(C)SCC(=O)OC(C)C(=O)Nc2ccc(F)cc2Cl)no1 (stereo not given)	0.2	-1.6	i
O=C1CC(c2ccc(S(=O)(=O)N3CCCCC3)cc2)CN1 (stereo not given)	-1.15	0.2	i
CC1(C)CC(=O)C(C=NCCO)=C(O)C1	-0.37	-1.6	i
CCOC(=O)NCc1ccc2[nH]c(C)cc2c1	0.15	0.5	i
Cc1csc(NC(=O)C(C)Oc2ccc(Br)cc2)n1 (stereo not given)	-4.96*	-1.1	i
COc1ccc(C2=NN(C(=O)CSc3nc4ccccc4s3)C(c3ccc(F)cc3)C2)cc1 (stereo not given)	-3.56	-0.9	i
CN(Cc1ccccc1)S(=O)(=O)c1ccc2c(c1)n(C)c(=O)c(=O)n2C	0.38	0.4	i
Other entries:
SMILES	Kir21 inh	STK33 inh	KCNQ2 inh
COC(=O)Nc1ccc(S(=O)(=O)NNC(=O)c2c(O)c3ccccc3n(C)c2=O)cc1	0.02	0.9	i
CSCC[C@H](NC(=O)c1ccc2c(c1)OCO2)c1nnc2ccccn12	-0.29	0.8	i
Cc1ccc(NS(=O)(=O)c2ccc(-c3coc(C)n3)cc2)c(C)c1	-0.35	-2.6	i
Nn1c(C2CCC2)nc2ccccc2c1=O	1.14	-0.5	i
COc1ccccc1NC(=O)/C(=C\c1cccnc1)NC(=O)c1ccc(C)cc1	2.35	-1.2	i
O=C(Cn1c(=O)oc2cc(S(=O)(=O)N3CCCC3)ccc21)NC1CCCc2ccccc21 (stereo not given)	-0.06	0.6	i
CCCc1ccc(-c2cc(C(=O)N/N=C/c3ccc([N+](=O)[O-])o3)c3ccccc3n2)cc1	1.99	-2.1	i
Cc1ccc(-c2csc3ncnc(SCC(=O)O)c23)cc1	-0.76	6.0	i
CCN(c1ccccc1)S(=O)(=O)c1ccc(Cl)c(NC(=O)Nc2ccc(Cl)cc2C#N)c1	0.34	-0.1	i
COc1cc(Br)c(CN2CCCN(C)CC2)cc1OC	1.1	0.5	i
NC1=NC(c2ccc(F)cc2)n2c(nc3ccccc32)N1 (stereo not given)	-1.57	0.8	i
COc1ccc(C2CC(=O)C3=C(C2)Nc2ncnn2C3c2ccccc2C)c(OC)c1 (stereo not given)	-0.03	2.8	i
COc1cc(S(=O)(=O)Nc2cccc(C(=O)O)c2)c(OC)cc1Cl	-0.46	-1.3	i
Cn1cnc2cc(NCc3cccs3)ccc21	-0.21	-1.0	i
COc1ccc2c(c1)c(CC(=O)Nc1cccc(S(N)(=O)=O)c1)c(C)n2C(=O)c1ccc(Cl)cc1	0.51	0.9	i
CCn1c(SCC(=O)NC2CC2)nnc1-c1ccc(F)cc1	0.11	-1.0	i
Cc1ccnc(NC(c2ccsc2)c2ccc3ccc(C)nc3c2O)c1 (stereo not given)	-0.8	-1.7	i
COc1ccc(OC)c(NC(=O)C2CCCN(S(=O)(=O)c3cccc4nonc34)C2)c1 (stereo not given)	-1.25	-0.5	i
Cc1cc2ccccc2n1CCNC(=O)Cc1ccccc1	-0.67	-0.3	i
O=C(O)CCCCCCCCCC(=O)c1cccs1	-0.06	-0.9	i
CCn1c(=O)n(CC)c2cc(NC(=O)c3ccccc3Cl)ccc21	0.18	-3.4	i
COc1ccccc1N1CCN(C2CC(=O)N(c3ccccc3)C2=O)CC1 (stereo not given)	0.89	-1.4	i
Cc1ccc(C#N)c(SCCN2CCCCC2)n1	0.74	-1.5	i
CCC(C)NC(=O)c1ccccc1NC(=O)/C(=C/c1ccc(OC)cc1)c1ccccc1 (stereo not given)	-0.01	0.2	i
Cc1cc(C)nc(SCC(=O)Nc2ccc(Br)cn2)n1	-0.9	-0.2	i
The list goes on:
SMILES	Kir21 inh	STK33 inh	KCNQ2 inh
Cc1nc2nc(SCC(=O)NCCN3CCOCC3)nn2c(C)c1Cc1ccccc1	0.1	-1.0	i
O=C(C1CC(c2ccccc2O)=NO1)N1CCCC1 (stereo not given)	-1.15	-0.3	i
CCN(CC)S(=O)(=O)c1cc(NC(=O)COC(=O)c2ccc(NC(=O)CC#N)cc2)ccc1C	0.91	-1.5	i
CCS(=O)(=O)N1CCC(C(=O)NCc2ccc(F)cc2Cl)CC1	-0.68	-2.4	i
Fc1ccccc1COc1ccc(-c2nnn(Cc3ccccc3F)n2)cc1	-0.1	-1.2	i
Cc1ccnc(NC(=O)c2ccccc2NC(=O)c2ccc(Cl)cc2Cl)c1	0.39	-0.5	i
CC(C)c1ccc(NC(=S)NNC(=O)c2cccs2)cc1	-1.19	1.0	i
O=C(CCS(=O)(=O)c1ccccc1)Nc1ccccc1F	0.88	-1.0	i
CCCOC(=O)Cn1cnc2scc(-c3ccc(C)cc3)c2c1=O	0.9	-1.7	i
CC(=O)N=C1SC2CS(=O)(=O)CC2N1c1ccccc1Cl (stereo not given)	-2.7	-0.8	i
CCc1nnc(NC(=O)C2Cc3ccccc3CN2S(=O)(=O)CC)s1 (stereo not given)	-0.17	0.7	i
O=C(O)c1cccc(-c2ccc(/C=c3/sc4nc5ccccc5n4c3=O)o2)c1	-1.66	-0.6	i
O=C(NCCN1CCc2ccccc2C1)Nc1ccc(F)cc1	-1.39	-0.2	i
COc1ccccc1NC(=O)Cn1nnc(-c2ccccc2NS(=O)(=O)c2ccccc2)n1	0.61	-0.5	i
CN(Cc1ccc2ccccc2c1)C(=O)c1ccc(C(F)(F)F)cc1	0.18	-0.1	i
COc1ccc(NCc2nc3ccccc3n2CCOc2ccc(C)cc2)cc1	-0.86	.	i
CCCc1nnc(NC(=O)c2c(O)c3c([nH]c2=O)CCCC3)s1	0.58	-1.7	i
CCOCCCn1c(=S)[nH]c2cc(C(=O)NCCOC)ccc2c1=O	1.01	-1.3	i
COc1cc2c(cc1OC)C(CC#N)=NC(C)(C)C2	0.63	-2.6	i
O=C(Cc1ccccc1)c1ccc(Cl)cc1	0.7	0.3	i
Cc1onc(-c2c(F)cccc2Cl)c1C(=O)NC(C)c1ccccc1 (stereo not given)	-0.53	0.0	i
Cc1cccc(NC(=O)Nc2cnccn2)c1	1.5	-0.7	i
CCOc1ccc(N2C(=O)S/C(=C\c3cc(OC)c(OC)c(OC)c3)C2=O)cc1	-1.96	-1.3	i
O=C(O)c1ccc(Cl)c(S(=O)(=O)N2CCC(Cc3ccccc3)CC2)c1	-0.89	-2.4	i
Cc1ccc(N(CC(=O)N2CCOCC2)S(=O)(=O)c2ccccc2)cc1	1.22	-1.4	i
Following part:
SMILES	Kir21 inh	STK33 inh	KCNQ2 inh
O=C(C1=C(O)C(=O)N(CCOCCO)C1c1cccc([N+](=O)[O-])c1)c1cccs1 (stereo not given)	0.05	0.0	i
CCCc1ccc(C(=O)O/N=C(\N)c2ccccn2)cc1	-0.25	-0.5	i
Cc1ccc(N2CCN(C(=O)N3CCCC3)CC2)cc1Cl	0.68	-0.9	i
Oc1ccccc1-c1cc(C(F)(F)C(F)F)nc(-c2ccccc2)n1	0.05	0.2	i
C/C=C/C=[N+](\[O-])C(C)/C(=N/O)c1ccc(F)cc1 (stereo not given)	2.09	0.0	i
COc1ccc(C(=O)c2ccc(OC)cc2OC)cc1	-1.79	-0.8	i
CC(=O)Nc1ccc(-c2ccc(NC(C)=O)c(O)c2)cc1O	2.11	0.8	i
CN1CCSc2ccc(C(=O)NCc3ccccc3)cc21	0.08	-0.8	i
COc1cc(C2(c3ccc(O)c(OC)c3)C(=O)Nc3c(Br)cc(Br)cc32)ccc1O	2.66	-1.1	i

Filtered by structure, the entries above containing an aryl thioether with sulfur outside any ring (13)
SMILES	Kir21 inh	STK33 inh	KCNQ2 inh
COc1ccccc1NC(=O)Nc1ccccc1SC	-0.35	-1.0	i
CSc1ccc(CNC(=O)C2CCC(=O)N(Cc3cccc(F)c3)C2)cc1 (stereo not given)	-0.05	0.4	i
COCCCn1c(SCC(=O)Nc2sc3c(c2C#N)CCCC3)nnc1-c1ccncc1	0.6	-1.9	i
Cc1cc(C)cc(C(=O)Nc2nnc(SCC(=O)N3CCCc4ccccc43)s2)c1	0.55	0.6	i
CSc1ccccc1NC(=O)Cc1ccccc1	-0.43	1.6	i
CCCc1cc(=O)[nH]c(SCC(=O)Nc2ccccc2C#N)n1	-0.02	1.5	i
CCc1cccc2c(SC(C)C(=O)NCC3CCCO3)nc(-c3ccccc3)nc12 (stereo not given)	4.06	-2.1	i
COc1ccc(C2=NN(C(=O)CSc3nc4ccccc4s3)C(c3ccc(F)cc3)C2)cc1 (stereo not given)	-3.56	-0.9	i
Cc1ccc(-c2csc3ncnc(SCC(=O)O)c23)cc1	-0.76	6.0	i
CCn1c(SCC(=O)NC2CC2)nnc1-c1ccc(F)cc1	0.11	-1.0	i
Cc1ccc(C#N)c(SCCN2CCCCC2)n1	0.74	-1.5	i
Cc1cc(C)nc(SCC(=O)Nc2ccc(Br)cn2)n1	-0.9	-0.2	i
Cc1nc2nc(SCC(=O)NCCN3CCOCC3)nn2c(C)c1Cc1ccccc1	0.1	-1.0	i
